Source: PubChem
RmlCD inh mix – RmlC/RmlD inhibition, mixture screen. inhibition, % at 5.5 µM. actives 0.39% (n = 110,000). RmlC/RmlD coupled enzyme inhibition, 384-well mixture HTS; in the data active = inhibition above about 30%, passing the limit was not always enough; note: strong numbers were not always called active
RT RNaseH block – blocks HIV-1 RNase H cleavage of RNA/DNA duplex; RT-RNase H RNA/DNA duplex cleavage, fluorescence; inhibition, % at 10 µM; actives 1.9% (n = 65,000); P04585; in the data active = inhibition above about 50%
An asterisk follows results filed as active; i = inactive; / = not tested or not shown. Only part of the results is shown; count on the stated rates, not on these rows.

SMILES	RmlCD inh mix	RT RNaseH block
Cc1ccnc(NC(=S)NC(=O)/C=C/c2ccccc2)c1	-63	/
CCOC(=O)c1c(NC(NC(C)=O)C(Cl)(Cl)Cl)sc(C(C)=O)c1C (centres undefined)	-8	/
COc1cc(C(c2c(C)[nH][nH]c2=O)c2c(C)[nH][nH]c2=O)ccc1OS(=O)(=O)c1ccccc1	-12	/
COCCN(CCOC)S(=O)(=O)c1ccc(C(=O)Nc2nnc(C3CC3)o2)cc1	-2	0
c1cc(-c2nnc(-c3ccncc3)o2)ccn1	-5	-11
CCOc1ccc(NC2C=CS(=O)(=O)C2)cc1 (centres undefined)	5	/
COc1ccc(C=NCCC2(O)CC(C)N(C)CC2C)cc1 (centres undefined)	-6	5
CC(CCc1ccccc1)NC(=O)C1CCCN(c2nnc(-n3cccc3)s2)C1 (centres undefined)	-2	6
O=C(c1ccc(Cl)c(S(=O)(=O)N2CCCCCC2)c1)N1CCN(c2ccccn2)CC1	13	/
Cc1ccc(OCC(=O)n2nc(C)cc2C)c(C)c1	-12	/
Cc1nn(CC(=O)O)c2ccccc12	9	-8
Cc1cccc(C(=O)NC(=S)N2CCN(C)CC2)c1	11	/
c1ccc(Cn2nnc3c(NCC4CCCO4)ncnc32)cc1 (centres undefined)	5	-31
CCc1ccccc1N(CC(=O)N1CCN(c2ccccc2)CC1)S(C)(=O)=O	8	20
O=CNCC(=O)NCCc1ccc(Cl)cc1	3	-2
Cc1c(NC(=O)c2cc(=O)[nH]c3ccccc23)c(=O)n(-c2ccccc2)n1C	-7	/
O=C(O)CC(CP(=O)(c1ccccc1)c1ccccc1)C(=O)O (centres undefined)	-7	0
CCn1ncc2c1C(=O)NC1c3ccccc3C(=O)N21 (centres undefined)	8	-23
COc1cccc(-c2cc(C(=O)NCCN3CCOCC3)no2)c1	-15	-1
Cc1c(C(=O)Nc2ccc(F)cc2)oc2ccc(S(=O)(=O)N3CC(C)CC(C)C3)cc12 (centres undefined)	11	/
COc1ccc(Br)cc1C(=O)Nc1nnn(C)n1	9	-23
CCc1c(C)[nH]c2nc3ccccc3n2c1=O	125	/
CCc1nc(SCC(=O)NCCc2ccccc2)n[nH]1	-11	-20
CCOC(=O)CSc1nc2sc(C(=O)O)c(C)c2c(=O)[nH]1	11	-6
CC1Cc2ccccc2N1C(=O)C1CCN(S(=O)(=O)Cc2ccccc2)CC1 (centres undefined)	-13	-17
CCCC(=O)NC(Nc1ccc(S(=O)(=O)Nc2ncccn2)cc1)(C(=O)OCC)C(F)(F)F (centres undefined)	9	-15
CCc1nc(N2CCCCC2C)c2oc3ccccc3c2n1 (centres undefined)	-11	-20
CC1CCN(S(=O)(=O)c2ccc(NC(=O)CN3CCN(c4ccccc4)CC3)cc2)CC1	1	36
CCOCCOCCC(C(=O)OCC)P(=O)(c1ccccc1)c1ccccc1 (centres undefined)	5	/
Cn1c(NN)nc2sc3c(c2c1=O)CC(C)(C)OC3	7	/
CCOC(=O)N=S(N)(=O)c1ccccc1 (centres undefined)	23	1
c1csc(-c2nn3c(C4COc5ccccc5O4)nnc3s2)c1 (centres undefined)	10	91*
CCCC(=O)Nc1ccc2c(c1)nc(CN1CCCCC1)n2C	i	-3
CCSc1nnc(NC(=O)C2CCCCC2C(=O)OCC(F)(F)C(F)F)s1 (centres undefined)	6	-12
O=C(CN(Cc1ccccc1)S(=O)(=O)c1ccc2c(c1)OCCO2)Nc1ccc2c(c1)OCCO2	-13	-4
CCCC(=O)Nc1ccc(Oc2ccc(NC(=O)CCC)cc2)cc1	4	/
CCc1ccc2[nH]c(=O)c(CN(Cc3ccc4c(c3)OCO4)Cc3nnnn3C3CCCC3)cc2c1	-7	-13
C=CCNc1nc(NCCN2CCOCC2)nc(N2CCOCC2)n1	17	1
O=C(Nc1ccc(F)cc1)c1nsc(Cl)c1Cl	11	/
COC(=O)c1ccc(NC(=O)CSc2nnnn2C2CCCCC2)cc1	-11	/
O=C(O)CCN1/C(=C/C=Nc2ccccc2)Oc2ccccc21	-10	-1
COc1ccc(N2CCN(C(=O)c3cn(C)c(=O)c4c3c3ccccc3n4C)CC2)cc1	13	0
COc1ccc(C(=O)COc2nc(C)cc(C)c2C#N)cc1	2	/
O=C1N(CCCCN2C(=O)C3(OCCO3)c3ccccc32)c2ccccc2C12OCCO2	-11	-5
O=S(=O)(/C=C/c1ccccc1)n1cnc2ccccc21	3	-63
O=C(O)CSc1nc2ccccc2[nH]1	-10	/
Cc1cc(C)c(S(=O)(=O)N2CCN(CCN3C(=O)c4cccc5cccc(c45)C3=O)CC2)cc1[N+](=O)[O-]	8	/
CCOC(=O)CSc1nc2ccccc2c(=O)n1CC1CCCC1	-3	/
CC(C)NS(=O)(=O)c1ccc(OCC(=O)NCc2ccc3c(c2)OCO3)c(Cl)c1	0	-27
O=C(N=NC(=O)c1ccc2c(O)n(C3CCCCC3)c(O)c2c1)c1cccnc1	3	/
Going on with the list:
SMILES	RmlCD inh mix	RT RNaseH block
CN1CCN(CC(=O)N2c3ccc(S(=O)(=O)NCCNC(=O)OC(C)(C)C)cc3C(=O)Nc3cccnc32)CC1	13	/
CC(=O)OCC(=O)[C@@]1(O)CC[C@H]2[C@@H]3CCC4=CC(=O)C=C[C@]4(C)[C@H]3[C@@H](O)C[C@@]21C	6	1
Cc1ccccc1-n1cnnc1SCC(=O)N1CCN(c2ccccc2)CC1	15	/
COc1ccc(S(=O)(=O)N2CCC(O)(c3ccc4c(c3)OCO4)CC2)cc1	i	-5
CCOC(=O)c1cn(CC(=O)Nc2ccccc2C(=O)OCC)nn1	-10	-21
Cn1nnc2cc(NC(=O)N3CC4(C)CC3CC(C)(C)C4)ccc21 (centres undefined)	16	-1
COc1cc2oc3ccc(C#Cc4ccccn4)cc3c(=O)c2cc1OC	6	/
O=C(NCc1cccs1)C1CCCN(S(=O)(=O)c2cccc3cccnc23)C1 (centres undefined)	-3	-33
Cc1ccc(NC(=O)CSc2nnc([C@@H]3CCCN3C(=O)OC(C)(C)C)o2)c(C)c1	-15	-14
CCCc1c(C(=O)OCC)[nH]c2c1C(=O)CCC2	-11	-58

Exported in markdown: part of the list above
| canonical_smiles | RmlCD inh mix | RT RNaseH block |
| --- | --- | --- |
| COc1cc2oc3ccc(C#Cc4ccccn4)cc3c(=O)c2cc1OC | 6 | / |
| O=C(NCc1cccs1)C1CCCN(S(=O)(=O)c2cccc3cccnc23)C1 (centres undefined) | -3 | -33 |

(further entries)
SMILES	RmlCD inh mix	RT RNaseH block
COC(=O)c1ccccc1NC(=O)N[C@@H](C)C(=O)OC	-27	/
CC(C)(C)CC(=O)OCC(=O)Nc1cc(C(C)(C)C)nn1-c1ccccc1	-5	/
CSCCC(NS(=O)(=O)c1cccs1)C(=O)NCc1cccs1 (centres undefined)	-10	-2
O=C(CSc1nnnn1C1CCCC1)c1ccc2c(c1)OCCO2	-7	-21
Cc1cccc(NS(=O)(=O)c2cc(C(=O)N3CCN(C)CC3)ccc2C)c1	-5	/
CCCCc1ccc(-c2nc(N)n[nH]2)cc1	-9	-9
CCOc1ccccc1-n1c(CN2CCN(C(=O)c3ccco3)CC2)nc2ccccc2c1=O	/	-5
COC(=O)C1(S(=O)(=O)c2cc(Br)cc3c2N(C(C)=O)CC3)CC1	-15	-13
CC1=NN(/C(=N\c2nnc(C)s2)Nc2ccc(C)cc2)[C@H](c2ccc(C)cc2)S1	-3	/
Nn1c(SCc2cccc(C(F)(F)F)c2)nnc1-c1ccco1	0	4
COc1ccc(CCn2nnnc2C(C(C)C)N2CCC(C(N)=O)CC2)cc1OC (centres undefined)	-14	-3
O=C(CSc1nccn1Cc1ccccc1)Nc1nccs1	-3	-23
Cn1c(-c2ccccc2)cnc1SCC(=O)N1CCCCC1	6	/
CC(=O)Nc1cc(-c2ccc(Cl)cc2)nn1-c1ccccc1	-8	/
CN(C)CC#CCCCCCCC#CCN(C)C	6	/
Cc1[nH]c2ccccc2c1/C=C(\C#N)S(=O)(=O)c1ccccc1	3	/
COc1ccc(S(=O)(=O)Cc2ccc(C(=O)NCCCN3CCc4ccccc4C3)o2)cc1	-10	/
Cc1nnc(NC(=O)C2CCCO2)s1 (centres undefined)	-7	32
CCOC(=O)c1c(C=O)c(C)n(Cc2ccccc2)c1C	1	/
N#C/C(=C/c1ccc(N2CCCC2)c([N+](=O)[O-])c1)c1nc2ccccc2[nH]1	9	/
COc1ccc(CN(CC(=O)NC2CCCC2)C(=O)CCC(=O)Nc2cc(C)on2)cc1	-31	/
CCOC(=O)c1c(SC)nc(SC)c2c1CCC2	-19	-12
COc1ccc(OC)c(C(=O)CSc2nc3c(c(=O)n(C)c(=O)n3C)n2C(C)C)c1	4	12
O=[N+]([O-])c1cc(-c2csc(NCCc3nc4cc(Cl)c(Cl)cc4n3CCCO)n2)ccc1Cl	13	/
COc1ccc(N=CC2=C(O)CCCC2=O)cc1	-13	-11
COc1ccccc1NC(=O)CN1CCN(C2c3ccccc3-c3ccccc32)CC1	-14	4
FC(F)(F)c1cc(-c2ccco2)nc(NCc2ccc(Cl)cc2)n1	6	/
COc1ccc(-c2cc(C(F)F)n3ncc(C(=O)N4CCN(C(=O)c5ccco5)CC4)c3n2)cc1	-4	-1
COc1ccc(Cl)cc1NC(=O)Nc1ccc(Br)cn1	-6	/
Cc1ccc(C2CN(c3ccccc3)CC2C(=O)c2ccc(F)cc2)cc1 (centres undefined)	14	/

Single records (already shown). Order of screens: RmlCD inh mix	RT RNaseH block
COCCN(CCOC)S(=O)(=O)c1ccc(C(=O)Nc2nnc(C3CC3)o2)cc1 across the screens: -2	0
CCOC(=O)c1c(NC(NC(C)=O)C(Cl)(Cl)Cl)sc(C(C)=O)c1C (centres undefined) across the screens: -8	/

(list continues)
SMILES	RmlCD inh mix	RT RNaseH block
CCOc1ccc(-c2cc(C(=O)N3CCC4(CC3)OCCO4)c3ccccc3n2)cc1	/	-5
Nc1c(C(=O)NCc2ccco2)nnn1-c1ccccc1	8	-20
CC(=O)c1ccc(OCCCC(=O)NCC(c2ccco2)N(C)C)cc1 (centres undefined)	-7	2
CCC(C)Sc1nc2c(c(=O)[nH]c(=O)n2C)n1Cc1ccc(Cl)cc1 (centres undefined)	5	15
Cc1ccc(NCCC(=O)c2cccc([N+](=O)[O-])c2)c(C)c1	13	/
COc1ccc(N2CCN(C(=O)CCCn3c(=O)[nH]c4cc(Cl)ccc4c3=O)CC2)cc1	-10	/
c1ccc(CSC2=NCCCN2)cc1	8	/
C/C(O)=C(/N=O)C(=O)Nc1ccccc1	23	-6
O=S(=O)(Nc1ccccc1N1CCOCC1)c1ccc(Cl)s1	-20	-14
Cc1ccc(Oc2cc(-n3nc(C)cc3C)ncn2)cc1	-77	/
Cc1ccccc1-c1cc(C(=O)Nc2sc(C)c(C)c2C(N)=O)c2ccccc2n1	-11	/
OC(COCc1ccc(Cl)cc1)CN1CC=C(c2ccccc2)CC1 (centres undefined)	4	-1
O=C(Nc1ccccc1)C(O)C(O)C(=O)Nc1ccccc1 (centres undefined)	-13	/
CCCOc1ccccc1NC(=O)c1c(-c2ccccc2)noc1C	3	-79
O=C(CN1CCOCC1)OCCCc1ccccc1	-11	-12
C(=N\n1cnnc1)/c1cccn1-c1ccccc1	-5	/
CCC(CO)N=CC1=C(O)C(C(=O)c2ccccc2)CCC1=O (centres undefined)	34	-5
Cn1ccnc1C(O)c1ccco1 (centres undefined)	-1	3
CCOC(=O)CC(=O)CSc1ncc(C(=O)OCC)c(N)n1	-14	5
COC(=O)c1ccccc1NC(=O)c1c(O)c2cccc3c2n(c1=O)CCC3	/	-9
Cc1ccc(N2C(=O)[C@@H]3[C@H](C2=O)C2c4ccccc4C=CN2[C@@H]3C(=O)c2ccco2)cc1 (some centres undefined)	-15	-6
Cc1cc(NC(=O)C(C)C)ncc1NC(=O)Cc1ccccc1	-15	-107
COC(=O)c1c(NC(=O)CN2CCN(Cc3ccc4c(c3)OCO4)CC2)sc(C)c1C	5	3
COc1ccc(CCNC(=O)Cn2nnc(-c3ccc(N(C)C)cc3)n2)cc1OC	2	/
COC(=O)CN1CCN(C(=O)c2ccc(F)cc2)c2ccccc2C1	2	-17
COc1ccccc1CC(=O)N1CCCC1	-7	-19
N#C/C(=N/Nc1ccccc1F)C(=N)N1CCOCC1	-7	/
CS(=O)(=O)NCc1ccc(C(=O)NCc2ccccc2)cc1	3	3
COC(=O)c1ccccc1NC(=O)CSc1nnc(C(CO)NC(=O)c2ccccc2Cl)n1C (centres undefined)	-6	/
FC(F)(F)c1ccc(CSc2nccn2-c2ccccc2)cc1	9	/
O=C(CN1CCN(Cc2ccccc2)CC1)NC(=O)NCc1ccco1	2	4
O=C(CSc1ncccn1)N1CCN(Cc2ccccc2)CC1	-7	/
Clc1ccc(CON/C=N/c2ncnc3sccc23)c(Cl)c1	-14	/
CCc1cc(=O)oc2cc3oc(C)c(C)c3cc12	3	6
COCCNc1cc(C)nc2c3c(C)cc(C)nc3nn12	58*	-9
Cc1ccc(P(=S)(c2ccc(C)o2)N2CCOCC2)o1	9	1

Filtered by structure, the compounds so far with fluorine.
SMILES	RmlCD inh mix	RT RNaseH block
Cc1c(C(=O)Nc2ccc(F)cc2)oc2ccc(S(=O)(=O)N3CC(C)CC(C)C3)cc12 (centres undefined)	11	/
CCCC(=O)NC(Nc1ccc(S(=O)(=O)Nc2ncccn2)cc1)(C(=O)OCC)C(F)(F)F (centres undefined)	9	-15
CCSc1nnc(NC(=O)C2CCCCC2C(=O)OCC(F)(F)C(F)F)s1 (centres undefined)	6	-12
O=C(Nc1ccc(F)cc1)c1nsc(Cl)c1Cl	11	/
Nn1c(SCc2cccc(C(F)(F)F)c2)nnc1-c1ccco1	0	4
FC(F)(F)c1cc(-c2ccco2)nc(NCc2ccc(Cl)cc2)n1	6	/
COc1ccc(-c2cc(C(F)F)n3ncc(C(=O)N4CCN(C(=O)c5ccco5)CC4)c3n2)cc1	-4	-1
Cc1ccc(C2CN(c3ccccc3)CC2C(=O)c2ccc(F)cc2)cc1 (centres undefined)	14	/
COC(=O)CN1CCN(C(=O)c2ccc(F)cc2)c2ccccc2C1	2	-17
N#C/C(=N/Nc1ccccc1F)C(=N)N1CCOCC1	-7	/
FC(F)(F)c1ccc(CSc2nccn2-c2ccccc2)cc1	9	/
